From PubChem BioAssay
697 NFkB inh: inhibitors of the PMA/ionomycin-induced NF-kB reporter in 697 B cells; inhibition, % at 4 µM; 697 B-cell NF-kB luciferase reporter, 16 h; 330,000 tested, 0.33% active; in the data active = inhibition above about 35%
Mdm2-MdmX inh: human Mdm2/MdmX binding inhibition | SaOS-2 split-luciferase Mdm2/MdmX complementation, luminescence | inhibition, % at 8 µM | 330,000 tested, 3% active;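 active = inhibition of at least 50% at 8 µM in the primary screen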
Target sequence (O15151 whole entry, looked up): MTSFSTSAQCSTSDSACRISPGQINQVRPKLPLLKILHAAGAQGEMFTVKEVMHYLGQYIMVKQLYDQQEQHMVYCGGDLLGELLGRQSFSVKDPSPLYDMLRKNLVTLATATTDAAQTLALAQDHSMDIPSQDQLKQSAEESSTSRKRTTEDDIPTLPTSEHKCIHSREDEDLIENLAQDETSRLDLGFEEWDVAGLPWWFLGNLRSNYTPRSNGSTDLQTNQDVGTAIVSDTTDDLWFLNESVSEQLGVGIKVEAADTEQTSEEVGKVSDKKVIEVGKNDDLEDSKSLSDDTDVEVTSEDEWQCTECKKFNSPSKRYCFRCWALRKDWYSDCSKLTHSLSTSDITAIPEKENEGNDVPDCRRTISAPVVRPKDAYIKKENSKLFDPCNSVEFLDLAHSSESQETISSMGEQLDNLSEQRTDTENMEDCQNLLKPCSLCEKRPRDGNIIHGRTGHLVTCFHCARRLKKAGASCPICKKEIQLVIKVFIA
Target sequence (Q00987 whole entry, looked up): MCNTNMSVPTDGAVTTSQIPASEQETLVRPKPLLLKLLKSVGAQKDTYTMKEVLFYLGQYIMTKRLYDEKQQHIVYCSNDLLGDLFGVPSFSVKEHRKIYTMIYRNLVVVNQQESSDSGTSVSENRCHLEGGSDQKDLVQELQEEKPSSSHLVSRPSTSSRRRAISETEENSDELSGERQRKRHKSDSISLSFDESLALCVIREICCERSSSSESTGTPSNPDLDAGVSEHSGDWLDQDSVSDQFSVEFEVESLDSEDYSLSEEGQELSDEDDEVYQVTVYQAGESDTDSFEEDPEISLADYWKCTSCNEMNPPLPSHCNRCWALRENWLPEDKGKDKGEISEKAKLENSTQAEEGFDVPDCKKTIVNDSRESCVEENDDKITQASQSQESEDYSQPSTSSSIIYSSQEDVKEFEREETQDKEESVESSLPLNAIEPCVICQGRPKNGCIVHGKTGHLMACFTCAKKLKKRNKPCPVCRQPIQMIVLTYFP
tim23-1 inh: inhibits growth of tim23-1 mutant yeast; S. cerevisiae tim23-1 growth, BacTiter-Glo luminescence, 24 h; inhibition, % at 20 µM; 330,000 tested, 1.3% active; AID 463212;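 active = growth inhibition of the mutant yeast at or above 50%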;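 also: temperature-sensitive mutant grown at 25 °C; plate controls were DMSO-treated mutant yeast for no effect and medium wells lacking yeast for full effect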
TIM10 inh: growth inhibitors of TIM10 yeast strain | S. cerevisiae TIM10 strain growth, BacTiter-Glo luminescence, 24 h | inhibition, % at 10 µM | 330,000 tested, 1.4% active;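 active = inhibition of 40% or more at the single tested concentration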;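 also: wild-type TIM10 isogenic control strain grown at permissive 25 °C; 0% = DMSO yeast wells and 100% = minimal medium wells without yeast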
UPR CHOP act: activators of apoptotic arm of unfolded protein response (CHOP); activation, % at 10 µM; CHO-CHOP luciferase reporter, UPR activation, luminescence; percent of tunicamycin response over DMSO baseline; AID 449763; 330,000 tested, 0.34% active;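 active = at 10 µM dose, activation of 40% or more, normalized to positive control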;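 also: 100% = tunicamycin at 10 µg/mL and 0% = DMSO alone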
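Test system: CHO CHOP reporter cells. Input: 500 CHO-CHOP cells per well. Medium: F12 with 10% FBS. Technique: luciferase luminescence. Measure: percent activation relative to tunicamycin control. Dosing: 10 µM compound, 0.5% DMSO. Timing: 16-18 h cell attachment, then 6 h compound exposure, 37 °C.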
tim10-1 inh: tim10-1 yeast growth inhibition. S. cerevisiae tim10-1 ts strain growth, BacTiter-Glo, 24 h. inhibition, % at 20 µM. 330,000 tested, 2.2% active. AID 463190;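 active = inhibition of at least 40%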;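 also: mutant grown at 25 °C; 0% = DMSO wells with yeast and 100% = wells holding no yeast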
Jurkat NFkB inh: inhibitors of the PMA/ionomycin-induced NF-kB reporter in Jurkat cells; PMA/ionomycin-induced NF-kB luciferase reporter, luminescence; inhibition, % at 4 µM; 330,000 tested, 0.53% active; AID 435003; in the data active = inhibition above about 50%
XBP1 UPR activ: activators of adaptive arm of unfolded protein response (XBP1); CHO-XBP1 luciferase reporter, IRE1-XBP1 UPR activation, luminescence; percent of tunicamycin response, DMSO as zero; activation, % at 20 µM; 330,000 tested, 0.33% active;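 active = versus positive control, 20 µM dose yields 30% or more activation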;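 also: 100% = tunicamycin at 10 µg/mL and 0% = DMSO only wells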
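Signal: luciferase luminescence; Assay system: CHO-XBP1 luciferase reporter cells; Amount: one thousand reporter cells per well; Dosing: 20 µM single concentration, DMSO 1%; Benchmarks: high control tunicamycin 10 µg/mL final, low control DMSO vehicle only; Schedule: 6 h compound exposure at 37 °C, 5% CO2; Evaluation: percent activation relative to tunicamycin reference.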
* hit, by the source's call. The order is random; about 6.6% have a hit in one of these screens.

SMILES | 697 NFkB inh | Mdm2-MdmX inh | tim23-1 inh | TIM10 inh | UPR CHOP act | tim10-1 inh | Jurkat NFkB inh | XBP1 UPR activ
O=C(NCC(c1cccs1)N1CCc2ccccc21)c1ccccc1 (stereo unspecified) | 8 | 48 | 9 | 8 | -1.9 | 12 | 17 | -1
O=c1[nH]c(SCc2cccc(F)c2)nc2c1CCCC2 | 9 | 27 | 28 | -12 | 2.0 | 9 | 14 | -2
O=C(O)CCn1c(=O)n(CCC(=O)O)c(=O)n(CCC(=O)O)c1=O | 5 | 6 | 18 | -6 | 0.0 | -3 | 3 | 0
O=C1N(Cc2ccccc2)c2ccc(Cl)cc2C12OCCO2 | -8 | 17 | 36 | -20 | 0.7 | -21 | -8 | 1
CCOC(=O)c1cc2sccc2n1CC(=O)C(C)(C)C | 14 | 10 | 3 | 5 | 1.2 | 0 | -8 | -1
O=C(NCC1CCCO1)C1CCC(=O)N1Cc1ccccc1Cl (stereo unspecified) | 5 | 9 | 17 | -3 | 0.9 | 7 | -9 | 2
COc1ccc(C(=O)NC2CC3CCCC(C2)N3Cc2ccccc2)cc1OC (stereo unspecified) | 1 | 6 | 2 | 3 | -0.4 | -14 | 2 | -6
Cc1nnc(NC(=O)CSc2nccn2Cc2ccccc2)s1 | -21 | 18 | -1 | -7 | -0.8 | -15 | -8 | 1
CCOC(=O)c1ccc(NC(=O)c2nc[nH]c2C(=O)N(CC)CC)cc1 | 10 | 30 | 8 | 6 | -1.2 | 14 | -7 | -1
CCc1ccc(CNC(=O)C2CCCN(c3nn4c(=O)cc(C)nc4s3)C2)cc1 (stereo unspecified) | 9 | 17 | 1 | 6 | 0.0 | 11 | -2 | -3
N#CN/C(=N\S(=O)(=O)c1ccccc1)c1ccccc1 | 7 | 10 | 11 | 5 | -0.2 | 7 | 0 | -1
O=[N+]([O-])c1ccc(/C=N/n2cn[nH]c2=S)cc1 | 6 | 5 | 16 | 18 | 0.6 | 13 | 11 | -2
Cn1c(-c2cnn(-c3ccccc3)c2-n2cccc2)n[nH]c1=S | -17 | -11 | -8 | -1 | 1.5 | -10 | 5 | -2
ON1C2CCCCC2N(O)C1c1ccccc1C(F)(F)F (stereo unspecified) | 17 | 8 | 12 | 2 | -0.8 | 15 | 9 | -3
CCC1(c2ccc(F)cc2)NC(=O)N(CC(=O)N2CCN(C(=O)c3ccco3)CC2)C1=O (stereo unspecified) | -14 | 12 | 0 | 9 | -1.3 | -3 | -9 | -4
COc1ccc(C(CC(=O)Nc2ccccn2)N2Cc3ccccc3C2=O)cc1 (stereo unspecified) | -6 | -11 | 14 | 8 | 3.7 | 12 | -21 | 0
COc1ccc(-n2c(-c3ccc(Br)cc3)c[n+]3c2CCC3)cc1 | 7 | -1 | -17 | 0 | -1.5 | 16 | 23 | -4
CN(C)CCCn1c(N)c(C#N)c2nc(C#N)c(C#N)nc21 | 26 | 30 | -11 | -19 | -1.3 | 1 | 26 | -2
CCN(CC)C(=O)CSc1nc2sc(C)c(C)c2c(=O)[nH]1 | 27 | 16 | 5 | -12 | -1.9 | 10 | -6 | -2
OCCCc1nc2n(n1)C(c1ccccc1Cl)C=C(c1cccs1)N2 (stereo unspecified) | 2 | -7 | 19 | 10 | -0.1 | 11 | 0 | -1
COc1ccc(C(=O)Nc2cccc(C(C)=O)c2)cc1S(=O)(=O)N1CCOCC1 | 6 | 47 | 7 | -7 | 0.0 | 7 | -11 | -4
Cc1ccc(NC(=O)C2CCCN(S(=O)(=O)c3cnc[nH]3)C2)cc1F (stereo unspecified) | 1 | 10 | -7 | -1 | 1.0 | -5 | -11 | 4
O=C(/C=C/c1cc(Br)ccc1F)OCC(=O)N1CCOCC1 | -7 | -7 | 1 | 2 | -0.8 | -7 | -12 | 0
CCCCC(=O)N1CC(=O)Nc2ccc(F)cc2C1c1ccc(F)cc1 (stereo unspecified) | 0 | 23 | 10 | 3 | 0.1 | 34 | -9 | -2
CC(C)Nc1nnc(SC(C)C(=O)NCc2ccc3c(c2)OCO3)s1 (stereo unspecified) | -6 | 8 | 13 | 7 | -1.8 | 7 | 5 | -2
Cc1noc(C)c1C(=O)Nc1cccc(S(=O)(=O)N2CCCCC2)c1 | 11 | 26 | 14 | 7 | 1.3 | 5 | 11 | -2
CC(=O)c1sc(Nc2cccc3ccccc23)nc1C | 18 | 3 | 41 | 18 | 3.4 | 19 | -15 | 3
COc1ccc(C(=O)CCC(=O)NCCc2c[nH]c3ccccc23)cc1OC | 9 | 10 | -6 | 11 | 0.3 | -23 | 4 | -6
CN(CC(=O)NCCc1ccc(S(N)(=O)=O)cc1)CC(=O)Nc1ccc(Cl)cc1 | 7 | 5 | 12 | 4 | -0.1 | 13 | -3 | -1
O=C(Cc1ccc(Br)cc1)N1CCOCC1 | -5 | 6 | 0 | 4 | 1.9 | 1 | 1 | -2
Cc1noc(C)c1COc1ccccc1C(=O)N1CCN(S(=O)(=O)c2ccccc2C(F)(F)F)CC1 | 15 | 11 | 10 | 12 | 1.3 | -2 | 19 | -1
CCCC/S(CC1CC1(Cl)Cl)=N\S(=O)(=O)c1ccc(C)cc1 (stereo unspecified) | 4 | -6 | -30 | -41 | -3.1 | -9 | -9 | 0
Cc1cc(=O)c2ccc(Cl)cc2[nH]1 | 4 | 19 | -9 | -9 | -0.3 | -20 | 3 | -1
CC(C)Nc1ccc(C(CC(N)=O)NC(=O)c2ccccc2)cc1[N+](=O)[O-] (stereo unspecified) | -1 | 28 | 2 | 7 | -3.0 | -1 | 4 | -3
CSCC[C@H](NC(=O)Nc1ccc(C)cc1)C(=O)O | -4 | 22 | -3 | -18 | -2.1 | -23 | -7 | -2
Cc1ccc(C(=O)N2CCN(S(=O)(=O)N3CCCCC3)CC2)cc1 | 7 | 1 | -10 | -15 | 0.9 | -5 | 0 | -2
Cc1ccc(S(=O)(=O)NCCCC(=O)O)cc1 | 3 | 19 | 5 | -2 | 0.6 | 3 | 17 | -2
Cc1ccc(C(=O)NNc2ncnc3ccccc23)cc1 | -73 | -49 | 16 | 10 | 3.1 | 1 | -43 | 3
COc1ccc(NC(=O)CN(c2ccc(Cl)cc2)S(C)(=O)=O)cc1OC | -4 | 13 | 10 | -1 | -0.3 | 6 | 12 | 1
Cc1csc(Nc2ccc(Cl)cc2)n1 | -36 | -43 | 27 | 2 | 7.0 | 26 | -49 | 5
FC(F)(F)c1cccc(NC(=S)N2CCN(c3cccc(C(F)(F)F)c3)CC2)c1 | 5 | 22 | -4 | -3 | -1.3 | 18 | 14 | -1
COc1ccc(CNc2ccc3c(c2)CCC3)cc1Br | -6 | 2 | 8 | 1 | 4.6 | -6 | -17 | -4
Cc1cccc(Nc2nc(OCC#N)nc(N(C)C)n2)c1 | 3 | -11 | 19 | -4 | 0.5 | 20 | -2 | 0
Cc1ccc(NS(=O)(=O)c2cccc(C(=O)NC3CC3)c2)c(C)c1 | 1 | 12 | -6 | 2 | 0.3 | -13 | -18 | -2
O=C(O)c1cc(S(=O)(=O)N(Cc2ccccc2)c2ccc(Cl)cc2)ccc1Cl | -3 | 21 | 17 | 11 | -2.0 | 22 | 2 | 2
O=c1c(Cl)c(N2CCN(S(=O)(=O)c3ccccc3)CC2)cnn1-c1ccccc1 | -18 | 10 | 6 | -1 | -0.1 | 11 | 18 | -1
COC(=O)c1ccc(N=CC2=C(O)CC(c3ccccc3)CC2=O)cc1 (stereo unspecified) | 8 | 14 | 4 | 11 | 0.4 | -19 | 20 | 0
CCN(CC)S(=O)(=O)c1ccc(N=NC2=C(O)CC(C)(C)CC2=O)cc1 | 9 | 8 | 14 | 9 | 6.1 | 21 | -3 | 0
COCCCNc1oc(-c2cccs2)nc1S(=O)(=O)c1ccc(C)cc1 | 18 | 13 | 19 | -3 | -0.8 | 16 | 3 | -3
CCC(=O)NCc1ccc2[nH]c(C)cc2c1 | -16 | 16 | 15 | -2 | 1.3 | -5 | -5 | -3
COc1ccc(S(=O)(=O)NCCC(=O)NC2CCCCCCC2)cc1 | 16 | 11 | 9 | 10 | 0.4 | 7 | 10 | -2
COC(=O)c1ccc(NC(=O)c2ccc3c(c2)NC(=O)C2CCCN32)cc1 (stereo unspecified) | 14 | 14 | 2 | -1 | -3.1 | 0 | -7 | -6
Cc1cccc(NC(=O)c2cccc(S(=O)(=O)N3CCc4ccccc4C3)c2)n1 | 10 | 27 | 29 | 4 | -3.7 | 34 | -9 | -1
CC(=O)c1ccc(OCCCC(=O)NCCc2ccc(C(F)(F)F)cc2)cc1 | -14 | 10 | 13 | 17 | -0.9 | -2 | -2 | -8
O=C(CN1CCN(c2ccccc2F)CC1)c1ccc2c(c1)OCO2 | -6 | 15 | 1 | -16 | 3.5 | -6 | -5 | -4
CCOc1ccc(NC(=S)NC(=O)/C=C/c2ccc(OC)c(OC)c2)c([N+](=O)[O-])c1 | -21 | 39 | 6 | -2 | 61* | 18 | -13 | 168*
CC(=O)c1cccc(NC(=O)Nc2ccccc2)c1 | -6 | -12 | 1 | -14 | 6.3 | 13 | -46 | -5

Filtered by structure: those above with an aryl methoxy group
SMILES | 697 NFkB inh | Mdm2-MdmX inh | tim23-1 inh | TIM10 inh | UPR CHOP act | tim10-1 inh | Jurkat NFkB inh | XBP1 UPR activ
COc1ccc(C(=O)NC2CC3CCCC(C2)N3Cc2ccccc2)cc1OC (stereo unspecified) | 1 | 6 | 2 | 3 | -0.4 | -14 | 2 | -6
COc1ccc(C(CC(=O)Nc2ccccn2)N2Cc3ccccc3C2=O)cc1 (stereo unspecified) | -6 | -11 | 14 | 8 | 3.7 | 12 | -21 | 0
COc1ccc(-n2c(-c3ccc(Br)cc3)c[n+]3c2CCC3)cc1 | 7 | -1 | -17 | 0 | -1.5 | 16 | 23 | -4
COc1ccc(C(=O)Nc2cccc(C(C)=O)c2)cc1S(=O)(=O)N1CCOCC1 | 6 | 47 | 7 | -7 | 0.0 | 7 | -11 | -4
COc1ccc(C(=O)CCC(=O)NCCc2c[nH]c3ccccc23)cc1OC | 9 | 10 | -6 | 11 | 0.3 | -23 | 4 | -6
COc1ccc(NC(=O)CN(c2ccc(Cl)cc2)S(C)(=O)=O)cc1OC | -4 | 13 | 10 | -1 | -0.3 | 6 | 12 | 1
COc1ccc(CNc2ccc3c(c2)CCC3)cc1Br | -6 | 2 | 8 | 1 | 4.6 | -6 | -17 | -4
COc1ccc(S(=O)(=O)NCCC(=O)NC2CCCCCCC2)cc1 | 16 | 11 | 9 | 10 | 0.4 | 7 | 10 | -2
CCOc1ccc(NC(=S)NC(=O)/C=C/c2ccc(OC)c(OC)c2)c([N+](=O)[O-])c1 | -21 | 39 | 6 | -2 | 61* | 18 | -13 | 168*
